TTR transcr act: TTR transcription activation, primary screen. SH-SY5Y TTR promoter Gaussia luciferase, luminescence; 100% = recombinant luciferase protein wells. activation, % at 16.7 µM. 92,000 tested, 1.3% active;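 active means activation above the mean of all tested compounds plus 3 SD, cut at about 9.5% in these data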;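 further: cells exposed to compounds for one day before reading; 0% = median of all test compound wells on the plate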
* hit, by the source's call. Not all compounds are listed; the hit share may differ from the screen's.

TTR transcr act,SMILES
-2.0,COCCNC(=S)N/N=C(\C)c1ccc(OC(F)F)cc1
-2.2,Cc1cc(NCCCN2CCOCC2)n2ncc(-c3ccccc3)c2n1
1.3,Cc1c(NC(=O)C(C)OC(=O)CC2Sc3ccccc3NC2=O)c(=O)n(-c2ccccc2)n1C (stereo not drawn)
-1.1,Cc1ccc(Cl)cc1NC(=S)N(Cc1cccs1)C1CCCC1
6.2,COc1cccc(-c2cc(C(=O)Nn3cnnc3)c3ccccc3n2)c1
0.3,O=S(=O)(Nc1cccnc1)c1ccc(Cl)cc1
-1.1,CCC1ON(c2ccccc2)C2c3nc4ccccc4n3CC12 (stereo not drawn)
0.2,Nc1ccc(NS(=O)(=O)c2ccccc2)cc1
1.5,Cc1nc(C)c(C(=O)NNC(=O)c2ccc(Br)cc2)s1
1.8,O=C(O)c1cc2ccc3ccccc3c2[nH]1
-0.3,O=C(CCCOc1ccccc1)Nc1nc2ccccc2[nH]1
-1.0,COC(=O)Cn1cc(C(=O)OC)c2ccccc21
3.7,COc1cc(C(=O)NCCC2=CCCCC2)ccc1OC1CCN(C(C)=O)CC1
5.7,CC(C)(C)c1ccc(-c2noc(CCC(=O)NC3CC3)n2)cc1
-1.4,CSCC[C@H](NC(=O)CCCn1nnc2ccccc2c1=O)C(=O)O
-1.1,Cc1ccc2c(CN(C)Cc3cccc(F)c3)cc(=O)oc2c1C
0.7,O=C(C=CC=Cc1ccccc1)c1ccc([N+](=O)[O-])cc1
-2.7,Brc1ccc(OCc2nnc3n2CCC3)cc1
-2.9,CC(C)(C)c1ccc(OCc2ccc(C(=O)N3CCOCC3)o2)cc1
-2.7,Nc1nc2c3ccccc3nc(C3CC3)n2n1
-2.2,COc1ccc(CN2C(=O)c3cccnc3C2=O)cc1S(=O)(=O)NCc1ccc(C)cc1
0.2,COC(=O)[C@@H](NC(=O)Nc1ccccc1F)C(C)C
2.9,O=C(CCC(=O)c1cccs1)OCC(=O)c1ccccc1
-0.1,Cc1ccc(CC(CC(=O)O)C(=O)NCc2ccccc2)cc1 (stereo not drawn)
-1.4,CCCc1cc(NC(=O)CCl)n(-c2ccccc2)n1
0.1,COc1ccccc1-c1cc(C(=O)NN)[nH]n1
-0.6,COc1cc(CCC(=O)Nc2nccs2)cc(OC)c1OC
-0.8,CON1C(=O)C(=O)N(OC)C2CCCCCC21 (stereo not drawn)
-1.5,COC(=O)c1ccc(Cn2ccc3ccc(-c4ccc5ccn(Cc6ccc(OC)cc6)c5c4)cc32)cc1
1.7,COc1ccccc1C(=O)Nc1nnc(S(=O)(=O)N2CCCCCC2)s1
-0.1,O=C(Nc1cccc(Cl)c1)N1CCN(C2c3ccccc3-c3ccccc32)CC1
4.2,O=C(NC(C(=O)N/N=C/c1cccnc1)c1n[nH]c(=O)c2ccccc12)c1ccccc1 (stereo not drawn)
3.1,CCc1ccccc1N(CC(=O)NCc1ccco1)C(=O)CCC(=O)Nc1ccccn1
-0.9,CC1CCN(CC(=O)NCCc2ccc(F)cc2)CC1
-1.6,CC(=O)c1ccc(OCc2nnn(CC(=O)NS(=O)(=O)Cc3ccccc3)c2-c2ccccc2)cc1
-0.2,Cc1ccc(-n2nnnc2-c2cccc(C)c2)cc1
-2.3,CC(c1ccccc1)N1C(=O)c2ccc(C(=O)Nc3ccccc3C(=O)O)cc2C1=O (stereo not drawn)
0.4,COc1ccc2nc(C(F)(F)Cl)c(C#N)c(N)c2c1
-1.3,CC(C)(C)c1ccc(C(=O)NC(=S)NNC(=O)COc2ccccc2)cc1
0.2,COCCOC(=O)c1c(NC(=O)CNC2CCCc3ccccc32)sc(C(N)=O)c1C (stereo not drawn)
5.9,COC(=O)CC/C(O)=C1\C(=O)CC(C)(C)CC1=NCCc1nc2ccccc2[nH]1
-1.2,O=C(c1ccco1)N1CCC(N2CCN(c3ccccc3)CC2)CC1
-1.3,CC(C)OC(=O)CN1C(=O)C(C)(C)Oc2ccc(C(=O)NC(C)(C)C)cc21
0.0,O=C(Nc1ccccc1)OCc1ccccn1
-1.2,Cc1c(C(=O)O)sc(S(=O)(=O)N2CCNCC2)c1C(=O)O
-0.1,CN(C(=O)c1cccc(NC(=O)Cc2ccc(NC(=O)C3CCCN(C(=O)C4CCCC4)C3)cc2)c1)C1CCC1 (stereo not drawn)
-0.3,O=C(NC1CCCCC1)c1cc([N+](=O)[O-])ccc1N1CCCCC1
4.1,CCNC(=O)C1(C)CCCN(Cc2csc(-c3ccc(Cl)cc3)n2)C1 (stereo not drawn)
-0.5,O=C1CCCCC/C1=N/Nc1ccc(OCc2ccccc2)cc1
-0.5,NC(=O)CSc1ncnc2c1nnn2Cc1ccc(F)cc1

(further entries)
TTR transcr act,SMILES
-2.9,COCCn1c(SCC(=O)Nc2nnc(C)s2)nnc1-c1ccncc1
-0.6,CC(/C=N/NC(=O)c1nnn(-c2nonc2N)c1CN1CCCCC1)c1ccccc1 (stereo not drawn)
-0.7,CC(/C=C\C=C\c1ccccc1)=N\NC(=O)c1cncc(Br)c1
2.2,O=C(CNC(=O)c1ccccc1Br)N/N=C/c1cc(Br)ccc1O
2.6,Cc1ccc(-c2onc3ccc(C=O)cc23)cc1
6.9,COc1ccc(CN(CCC(c2ccco2)C(C)C)C(C)=O)cc1OC (stereo not drawn)
0.4,O=C(CSc1nc(-c2ccco2)cc(C(F)(F)F)n1)NCC1CCCO1 (stereo not drawn)
5.0,O=C(CSc1nnnn1-c1ccc2c(c1)CCC2)NCc1cccs1
0.8,COc1cc(C(=O)NCc2nnc(SCC(=O)N3CCCc4ccccc43)o2)cc(OC)c1OC
-1.0,CCN(C(=O)CCC(=O)N(CC)c1ccccc1)c1ccccc1
-0.4,COc1cc2nc(CN3CCN(S(=O)(=O)c4ccc(Br)cc4)CC3)[nH]c(=O)c2cc1OC
0.0,Nc1ncnc(Nc2cccc(C(F)(F)F)c2)n1
1.6,CCNC(=S)NNC(=O)c1ccc2ncccc2c1
32*,O=C1CCCN2N=C(SCC(=O)Nc3ccc([N+](=O)[O-])cc3)SC2=N1
-0.8,COc1ccc(-n2c(/C=C(\C)O)nc(=O)c3c(C)cc(C)nc32)cc1
0.9,COc1ccc(C2=NN(C(=O)COC(=O)c3ccc(NC(=O)CC#N)cc3)C(c3ccco3)C2)cc1 (stereo not drawn)
2.6,COc1c(Cl)c(=O)oc2ccc(Cl)cc12
-0.8,O=c1c2c(c(-c3ccccc3)nn1Cc1ccccc1)CCCC2
0.9,C=CCN1C(=O)[C@H](CC(=O)NCCc2ccccc2OC)[C@@]2(C(=O)OCC)CCCC=C12
-2.5,Cc1nnc(NC(=O)c2nc(S(=O)(=O)Cc3ccccc3)ncc2Cl)s1
0.1,CCC(CC)C(=O)Nc1cc(OC)c(OC)cc1C(=O)O
-1.4,CC1(C)Cc2c(c(N3CCCC3)nc3sc(C(=O)Nc4ccccc4)c(N)c23)CO1
0.5,CC1Cc2cc(S(=O)(=O)N3CCCCC3)ccc2N1C(=O)C1CCC1 (stereo not drawn)
-0.2,COC(=O)[C@]12CCCCC=C1N(Cc1ccc(OC)cc1)C(=O)[C@@H]2CC(=O)N1CCCCC1
0.3,CCOc1ccc(C(C)=O)cc1CSc1nc2nc(C)cc(C)n2n1
2.1,Cn1cccc1/C=N\NC(=O)c1cncc(Br)c1
1.7,CC(OC(=O)C1=Cc2ccccc2OC1)C(=O)NC(C)(C)C (stereo not drawn)
8.0,NC(=NCCc1ccc(Cl)cc1)NS(=O)(=O)c1ccccc1
1.3,NC(=O)c1ccccc1OCC(=O)Nc1cccnc1Cl
3.8,COc1ccc(NC(=O)Nc2ccccc2C(N)=O)cc1OC
-3.0,Cc1ccc(NC(=O)c2cccc(F)c2)cc1S(=O)(=O)N1CCCCCC1
0.5,O=[N+]([O-])c1cc(CS(=O)(=O)Oc2ccc(Cl)cc2)c(O)c([N+](=O)[O-])c1
-2.8,COC(=O)[C@@H](c1ccccc1)N(C)S(=O)(=O)c1cccc(S(=O)(=O)N(C)[C@@H](C(=O)OC)c2ccccc2)c1
-1.4,CCOC(=O)C1=CN(Cc2cccc(F)c2)S(=O)(=O)NC1c1cccc(OC)c1 (stereo not drawn)
-6.4,C=CCC[C@@H](Cc1ccc(F)cc1)C(=O)OC[C@@H](Cc1c[nH]c2ccccc12)NC(=O)[C@H](CC=C)CC(=O)N(CCO)Cc1ccccc1
-0.2,CC(C)NCC(=O)Nc1c2c(nc3ccccc13)CCC2
3.5,CCC(c1nnnn1CCOC)N1CCN(Cc2ccccc2OC)CC1 (stereo not drawn)
0.1,O=C(COC(=O)C1CCC(=O)N1)Nc1ccc(Br)cc1 (stereo not drawn)
-1.9,C=CCCC(=O)N1CCC(n2nccc2NC(=O)c2ccc(OC)cc2)CC1
-6.8,Cn1cnc([N+](=O)[O-])c1S(=O)(=O)c1cccc(Cl)c1
0.2,COc1ccc(NC(=O)CCCNS(=O)(=O)c2ccc3[nH]c(=O)oc3c2)cc1OC
5.1,COCCCNC(=S)Nc1ccc(C)cc1
-2.9,Cn1cc(CCCC(=O)NCc2ccccc2)c2ccccc21
0.0,Nc1cc(N)nc(SCC(=O)N2CCc3ccccc32)n1
0.7,O=C(NCCCCNC(=O)c1cccs1)c1cccs1
5.2,CCOc1ccc(CN(C)CC(=O)Nc2ccc3c(c2)CCC3)cc1OC
4.8,O=C(NNC(=O)c1ccccc1C(=O)O)c1ccc(-c2ccccc2)cc1
0.1,COCCN(C(=O)COC(=O)C1CC(=O)N(c2ccc(C)cc2)C1)c1c(N)n(Cc2ccccc2)c(=O)[nH]c1=O (stereo not drawn)
0.0,COc1ccc(C2C(C(C)=O)=C(O)C(=O)N2c2nccs2)c(OC)c1 (stereo not drawn)
-1.5,CC1(C)COC(/C=C/c2cccc([N+](=O)[O-])c2)=N1

Structures listed above printed as active in TTR transcr act.
TTR transcr act,SMILES
32*,O=C1CCCN2N=C(SCC(=O)Nc3ccc([N+](=O)[O-])cc3)SC2=N1

Carrying on.
TTR transcr act,SMILES
-1.0,COc1ccc(S(=O)(=O)N(C)C)cc1NC(=O)[C@H](Cc1ccccc1)N1C(=O)c2ccccc2C1=O
-1.9,CCSc1nnc(NC(=O)Cc2cccc(OC)c2)s1
1.7,CN(C)c1nc(N/N=C/c2c[nH]c3ccccc23)nc(N2CCOCC2)n1
-0.4,Cc1cc(C)c2nc3sc(C(=O)N4CCOCC4)c(N)c3cc2c1
-0.3,C[C@]12CC[C@H](O)CC1=CCC1C2CC[C@@]2(C)C1CC[C@@H]2NC(=O)[C@@H](N)Cc1cnc[nH]1 (stereo partly drawn)
4.8,O=C1CCC[C@@H]2C[C@@]3(C[C@@H]4CCN1[C@H]24)Nc1cc([N+](=O)[O-])ccc1NC3=NC1CCCCC1
3.0,O=C(NCc1nnc(SCC(=O)N2CCC(Cc3ccccc3)CC2)o1)c1ccco1
0.3,CC1(C)OC(=O)C(=Cc2ccc[nH]2)C(=O)O1
-1.6,COc1ccc(C(=O)O/N=C(\N)Cc2ccc([N+](=O)[O-])cc2)c(OC)c1
3.6,CC1CCN(S(=O)(=O)c2ccc(Cl)cc2Br)CC1
-0.5,COc1ccc(-c2cc(=O)[nH][nH]2)cc1OC
0.3,Cc1nc([N+](=O)[O-])cn1CC(=O)Nc1ccc([N+](=O)[O-])cc1
-2.5,CCOC(=O)c1c(NC(=O)CSc2nnc(CNc3ccc(OC)cc3)n2C)sc(C)c1C
-1.8,COc1cccc(CNC(=O)c2ccc(CS(=O)Cc3ccc(C)cc3)o2)c1 (stereo not drawn)
-0.8,COc1ccc(CN2CCN(C(=O)c3ccccc3C(=O)c3ccccc3)CC2)cc1OC
-0.3,CC1(C)OC(=O)C(=Cc2ccc(-c3ccc(Cl)c(C(=O)O)c3)o2)C(=O)O1
2.1,COC(=O)[C@]1(C)N[C@H](CN(C)C(=O)Nc2ccccc2)[C@@H]2C(=O)N(Cc3ccccc3)C(=O)[C@@H]21
0.7,COc1cc2c(cc1CN1CCN(C(=O)c3cc(OC)c(OC)c(OC)c3)CC1)OCO2
5.0,C=CCn1c(C)cc(/C([O-])=C(/C(=S)Nc2ccc(OC(F)F)cc2)[n+]2ccc(N(C)C)cc2)c1C
4.8,CC(=O)NNc1ncnc2ccccc12
-0.5,Cc1occc1C(=O)NCc1ccccn1
-0.7,O=C(NCc1ccccn1)c1c(-c2ccccc2)sc2ccccc12
0.6,CCN(C(=O)CN1C(=O)NC2(CCC(C)CC2)C1=O)C1CCCCC1 (stereo not drawn)
-0.8,C#CCNc1c2c(nc3ncnn13)CC(C)CC2 (stereo not drawn)
-1.0,O=C(COc1cccnc1[N+](=O)[O-])Nc1ccc(N2CCOCC2)cc1
3.5,CCCS(=O)(=O)NC(=O)C1(C)CCCN(C(=O)c2ccc3ccccc3n2)C1 (stereo not drawn)

In the list so far, 5 contain a tert-butyl group:
TTR transcr act,SMILES
5.7,CC(C)(C)c1ccc(-c2noc(CCC(=O)NC3CC3)n2)cc1
-2.9,CC(C)(C)c1ccc(OCc2ccc(C(=O)N3CCOCC3)o2)cc1
-1.3,CC(C)(C)c1ccc(C(=O)NC(=S)NNC(=O)COc2ccccc2)cc1
-1.3,CC(C)OC(=O)CN1C(=O)C(C)(C)Oc2ccc(C(=O)NC(C)(C)C)cc21
1.7,CC(OC(=O)C1=Cc2ccccc2OC1)C(=O)NC(C)(C)C (stereo not drawn)

5 entries already listed, arranged by number of heavy atoms, falling.
TTR transcr act,SMILES
-1.0,COc1ccc(S(=O)(=O)N(C)C)cc1NC(=O)[C@H](Cc1ccccc1)N1C(=O)c2ccccc2C1=O
4.8,O=C1CCC[C@@H]2C[C@@]3(C[C@@H]4CCN1[C@H]24)Nc1cc([N+](=O)[O-])ccc1NC3=NC1CCCCC1
-1.0,O=C(COc1cccnc1[N+](=O)[O-])Nc1ccc(N2CCOCC2)cc1
-0.4,Cc1cc(C)c2nc3sc(C(=O)N4CCOCC4)c(N)c3cc2c1
3.6,CC1CCN(S(=O)(=O)c2ccc(Cl)cc2Br)CC1

Screening results (PubChem BioAssay)
